STK33 kinase inh = human STK33 kinase inhibition; inhibition, % at 10 µM; purified STK33, MBP phosphorylation, ADP-Glo luminescence; Q9BYT3; AID 2661; 320,000 compounds, 0.073% hits;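 active means inhibition at or above 25%, using the most active replicate where run in duplicate; inactive means inhibition below 25%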
Target sequence (Q9BYT3 whole entry, looked up): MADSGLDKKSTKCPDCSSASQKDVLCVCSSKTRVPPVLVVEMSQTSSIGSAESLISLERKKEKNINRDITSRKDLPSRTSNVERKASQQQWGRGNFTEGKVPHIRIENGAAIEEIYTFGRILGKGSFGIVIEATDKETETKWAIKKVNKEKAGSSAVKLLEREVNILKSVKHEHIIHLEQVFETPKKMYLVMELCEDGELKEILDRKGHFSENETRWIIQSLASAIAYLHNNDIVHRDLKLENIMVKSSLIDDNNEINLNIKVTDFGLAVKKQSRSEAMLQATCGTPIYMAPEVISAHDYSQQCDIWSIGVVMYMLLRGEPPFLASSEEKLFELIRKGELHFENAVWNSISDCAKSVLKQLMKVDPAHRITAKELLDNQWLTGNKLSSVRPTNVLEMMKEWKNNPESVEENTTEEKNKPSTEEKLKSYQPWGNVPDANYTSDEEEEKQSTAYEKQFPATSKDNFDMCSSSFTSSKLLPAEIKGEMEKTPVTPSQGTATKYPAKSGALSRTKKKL
KCNQ2 inh = KCNQ2 channel blockers in CHO-K1 cells – cell-based, FluxOR thallium flux, B-score, primary screen (AID 2156) | O88943 | 20 min; active compounds read low | B-score at 10 µM | 310,000 compounds, 1.1% hits;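 active means fluorescence ratio B-score at most minus 3 library SDs, with starting brightness B-score within 2 library SDs, cut at about -5.5 in these data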
Kir21 inh = inhibitors of mouse Kir2.1 inward-rectifier potassium channel | HEK293-Kir2.1, FluxOR thallium flux fluorescence; active compounds read low | B-score at 10 µM | 310,000 compounds, 0.85% hits;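 active means fluorescence ratio B-score at or below minus 3 SD of library scores, with starting-brightness B-score within 2 SD, cut at about -4.2 in these data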;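 further: channel flux triggered by added potassium and thallium sulfate stimulus; B-score of peak minus minimum fluorescence over baseline after thallium stimulus; more negative B-score means stronger Kir2.1 block with less thallium influx; some compounds called inactive have numbers as strong as hits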
Target sequence (P35561 whole entry, looked up): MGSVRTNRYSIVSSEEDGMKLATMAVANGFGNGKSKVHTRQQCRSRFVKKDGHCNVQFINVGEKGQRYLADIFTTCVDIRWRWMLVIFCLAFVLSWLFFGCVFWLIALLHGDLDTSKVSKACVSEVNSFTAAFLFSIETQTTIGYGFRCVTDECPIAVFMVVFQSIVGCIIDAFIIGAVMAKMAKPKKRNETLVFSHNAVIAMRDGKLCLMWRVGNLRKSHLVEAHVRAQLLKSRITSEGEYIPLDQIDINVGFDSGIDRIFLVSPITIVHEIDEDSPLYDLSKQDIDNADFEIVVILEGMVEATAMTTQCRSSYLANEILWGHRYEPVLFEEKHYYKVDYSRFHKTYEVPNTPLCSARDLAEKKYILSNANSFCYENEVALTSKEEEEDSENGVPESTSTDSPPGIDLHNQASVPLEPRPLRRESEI
* marks the source's active call; other numbers are inactive results; i = inactive. Compounds as they come (roughly 1.9% active in at least one column).

STK33 kinase inh,KCNQ2 inh,Kir21 inh,SMILES
-6.9,i,-1.7,Cc1ccccc1C(=O)Nc1ccc(S(=O)(=O)N2CCN(C)CC2)cc1
-0.6,i,0.12,O=C(NCCN1CCOCC1)c1ccccc1N1C(=O)[C@@H]2Cc3c([nH]c4ccccc34)C(c3ccccc3)N2C1=O (some centres not stated)
-0.8,i,2.2,COc1ccccc1C(=O)NCC(=O)OCC(=O)N(CC(C)C)c1c(N)n(Cc2ccccc2)c(=O)[nH]c1=O
-0.5,i,-0.41,Cc1ccc(Nc2c([N+](=O)[O-])c(=O)oc3ccccc23)cc1C
1.9,i,-0.31,O=C(Nc1ccc(C(=O)N2CCCCC2)cc1)c1cccc([N+](=O)[O-])c1
0.0,i,-1.6,CCc1c(C(=O)Nc2ncn(Cc3cccc(C)c3)n2)csc1C
-1.6,i,0.27,O=C(CCS(=O)(=O)c1ccccc1)N(CCCN1CCOCC1)c1nc2ccc(F)cc2s1
-0.8,i,-0.38,CN1CCN(S(=O)(=O)c2ccc(N3CCc4ccccc4C3)nc2)CC1
-1.3,i,2.1,Cc1ccn(C(=O)c2cc3ccccc3oc2=O)n1
-1.4,i,-1.3,FC(F)(F)c1cnc2c(-c3ccc(Cl)cc3Cl)noc2c1
-1.2,i,0.59,CC(=O)N(C(C)=O)c1c(N2CCCC2)c2ccccc2oc1=O
-2.1,i,1.3,COc1ccccc1NC(=O)CCSCCC(=O)Nc1ccccc1OC
-1.9,i,-1.4,CCOC(=O)C1=C(CC)OC(N)=C(C#N)C1c1ccc(OC)c(C)c1OC (configuration not stated)
-1.2,i,0.37,CCNS(=O)(=O)c1ccc(NC(=S)NCC2CCCO2)cc1 (configuration not stated)
-1.2,i,-1,O=C(Cc1ccc(Cl)cc1)NC(=S)Nc1ccccc1O
-0.5,i,0.01,Cc1c(OCC(=O)N2CCC(C(N)=O)CC2)ccc2c1oc(=O)c1ccccc12
0.2,i,-0.28,COc1ccc(CCNC(=O)CSc2nc(N)cc(=O)[nH]2)cc1OC
0.8,i,-0.24,Cc1ccc(SCCNC(=S)Nc2cc(C)cc(C)c2)cc1
-0.8,i,-0.17,Cc1cc(Br)ccc1OCCN1CCCC1
-1.7,i,2.1,CCC(=O)Nc1ccc(Cl)c(NC(=S)NC(=O)c2cc3ccccc3o2)c1
-0.8,i,0.86,Cc1cccc2sc(N(CCN(C)C)C(=O)/C=C/c3cccs3)nc12
4.7,i,-0.69,COc1ccc(-n2ncc3c(N4CCN(c5cc(C)ccc5C)CC4)ncnc32)cc1
-0.5,i,0.24,COc1ccccc1NC(=S)NNC(=S)Nc1ccc(OC(F)F)cc1
-0.5,i,-0.85,O=C(CNC(=O)c1cn2ccccc2n1)Nc1ccc(F)c(F)c1
0.6,i,-0.29,COC(=O)C(Cc1ccccc1)NC(=O)CCC(=O)NC(C)CCc1ccccc1 (configuration not stated)

Reprinted from the part before: five compounds, followed by the next part.
STK33 kinase inh,KCNQ2 inh,Kir21 inh,SMILES
-0.8,i,0.86,Cc1cccc2sc(N(CCN(C)C)C(=O)/C=C/c3cccs3)nc12
4.7,i,-0.69,COc1ccc(-n2ncc3c(N4CCN(c5cc(C)ccc5C)CC4)ncnc32)cc1
-0.5,i,0.24,COc1ccccc1NC(=S)NNC(=S)Nc1ccc(OC(F)F)cc1
-0.5,i,-0.85,O=C(CNC(=O)c1cn2ccccc2n1)Nc1ccc(F)c(F)c1
0.6,i,-0.29,COC(=O)C(Cc1ccccc1)NC(=O)CCC(=O)NC(C)CCc1ccccc1 (configuration not stated)
-2.5,i,-0.19,O=c1cc(-c2ccccc2)nc2cc(-c3ccco3)[nH]n12
-1.2,i,0.69,CC(=O)c1ccccc1N(C(=O)c1ccco1)C(C(=O)NC1CCCC1)c1ccc(N2CCOCC2)cc1 (configuration not stated)
-0.7,i,2.8,CCC(c1nnnn1Cc1ccc2c(c1)OCO2)N1CCN(c2ccccc2)CC1 (configuration not stated)
-0.2,i,0.15,C=CCNC(=O)CN(Cc1ccccc1)S(=O)(=O)c1ccccc1
-0.9,i,-0.21,C/C(=N\OCC(=O)Nn1c(=O)[nH]c2ccccc2c1=O)c1cccs1
-0.1,i,2.5,COc1cccc(NC(=O)Nc2nnc(Cc3ccccc3F)s2)c1
0.5,i,-4.5*,O=S(=O)(c1ccccc1)N1CCCC1c1nc2ccccc2s1 (configuration not stated)
-1.2,i,0.05,COC(=O)[C@@H]1C[C@H]1[C@@H](NC(=O)c1ccccc1)c1ccccc1
-1.4,i,1.9,COC(=O)c1ccc(/C=N/NC(=O)C(=O)N2CCCCCC2)cc1
-1.0,i,-0.03,Cc1ccc(C(=O)C2CCN(S(=O)(=O)c3c(C)noc3C)CC2)cc1
-0.7,i,-1.1,O=C(COC(=O)Cc1ccccc1[N+](=O)[O-])NCc1ccc(F)cc1
-0.6,i,-0.29,CC(C)CC(=O)Nc1ccccc1N1CCOCC1
-1.8,i,0.75,COc1ccc(S(=O)(=O)N2CCCN(CC(=O)Nc3ccc(OC)c(Cl)c3)CC2)cc1
-0.8,i,-1.8,COc1cc(C)nc(N2CCCC(C(=O)Nc3ccccc3Br)C2)n1 (configuration not stated)
0.1,i,0.04,Cc1ccc(Cl)cc1NC(=O)c1cc(NC(=O)CCCC(=O)O)ccc1N1CCCCC1
-1.2,i,0.74,Cc1ccc(S(=O)(=O)c2nc(-c3ccccc3Cl)oc2N(C)C)cc1
1.3,i,1.7,O=C(Nc1ccc(F)c([N+](=O)[O-])c1)c1ccc2c(c1)OCCO2
-0.2,i,-1.5,Cc1cc(C)cc(N2CC(C(=O)OCC(=O)Nc3cc(C)on3)CC2=O)c1 (configuration not stated)
-0.4,i,0.04,CCOC(=O)C1=C(C)NC(=O)CC1c1cc2c(cc1Br)OCO2 (configuration not stated)
-1.8,i,2.5,Cc1ccc2cc(C(c3nnnn3C3CCCC3)N(Cc3cccnc3)Cc3ccco3)c(=O)[nH]c2c1 (configuration not stated)
-0.2,i,-0.01,Cn1c(SCC(=O)c2ccc(F)cc2)nc2cccnc21
-1.4,i,0.34,CCCC(C)C(=O)Nc1ccc(Cl)cc1Cl (configuration not stated)
0.0,i,2,C=CCOc1ccc(/C=C/C(=O)OC(C)C(=O)Nc2ccc(NC(C)=O)cc2)cc1 (configuration not stated)
0.1,i,-2.6,c1ccc(-c2cncn2-c2ccccc2)cc1
0.1,i,1.4,COC(=O)C1CSC(C(=O)OC)N1C(=O)CN1CCN(c2ccc(OC)cc2)CC1 (configuration not stated)
2.3,i,-0.01,CCn1c(/C=N/n2cnnc2)nc2ccccc21
-0.8,i,0.97,C[C@@]12C(=O)N(CC3CC3)CC(=O)N1[C@H](/C=C/c1ccccc1)[C@@H]1C(=O)N(c3ccccc3)C(=O)[C@@H]12
-2.1,i,-0.19,CCOC(=O)c1ccc(NC(=O)CCc2ccc(C)o2)cc1
-0.6,i,0.26,O=C(NCc1ccccc1)C(=O)NCC1CCCN1S(=O)(=O)c1cccs1 (configuration not stated)
3.1,i,0.03,O=C(CSc1ncccn1)c1ccccc1Br
-0.8,i,-0.13,CCOC(=O)c1c(C)c(C)n(Cc2cccc(OC)c2OC)c1C
-1.1,i,-4.4*,O=C1CSC(c2cccnc2)N1Cc1ccc(Cl)cc1Cl (configuration not stated)
-1.4,i,-0.31,COc1ccc(C)cc1NC(=O)NNC(=O)C(C)Oc1ccc([N+](=O)[O-])cc1 (configuration not stated)
-1.0,i,0.82,COc1ccc(Cl)cc1C(=O)Nc1ccc(S(=O)(=O)N2CCCC2)cc1
1.6,i,-0.82,Clc1cccc(-c2cc3nc4c(c(NCc5ccco5)n3n2)CCCC4)c1
0.7,i,1.1,CCOC(=O)N1CCN(C(=O)c2cccc(NS(=O)(=O)c3ccc(F)c(F)c3)c2)CC1
0.1,i,0.34,CC1CC(C)CN(S(=O)(=O)c2ccc(C(=O)NN3CCOCC3)cc2)C1 (configuration not stated)
-3.0,i,0.77,COCCCNC(=O)Cn1nnc(-c2ccc(NC(=O)c3ccccc3OC)cc2)n1
-0.6,i,-0.08,O=C1Nc2ccccc2SC(c2ccccc2)C1O (configuration not stated)
-0.8,i,-0.31,Fc1ccccc1NC(=S)N(CCN1CCCCCC1)Cc1cccs1
-0.8,i,1.6,CC(=O)c1ccc(OC(=O)CCc2nc3ccccc3s2)cc1
-0.3,i,0.37,Cc1ccc(S(=O)(=O)N2CCOCC2)cc1C(=O)NCc1ccc(F)cc1
0.4,i,-2.3,CCOC(=O)C1CCCN(Cc2ccccc2Cl)C1 (configuration not stated)
0.4,i,-0.11,Cc1ccc2nc3c(cc(C(=O)NCCc4ccccc4)c(=N)n3CC3CCCO3)c(=O)n2c1 (configuration not stated)
-1.2,i,-0.47,O=C(O)c1nn(CC(=O)N2CCC(Cc3ccccc3)CC2)c(=O)c2ccccc12
1.3,i,0.23,Cc1ccc(NC(=O)N2CCCC2)cc1Cl
3.7,i,0.12,CCS(=O)(=O)N1CCN(S(=O)(=O)c2ccc(F)cc2)CC1
-0.1,i,-1.1,COc1ccc(CCNC(=O)CCc2ccc(S(=O)(=O)NC(C)C)cc2)cc1OC
-0.5,i,-0.75,Cc1cccc(C)c1NC(=O)CN(C)C(=O)CC1OC(=O)c2ccccc21 (configuration not stated)
-1.2,i,0.74,CCCNC(=O)Cn1c(=O)cnc2ccccc21

Complete entries, looked up by structure. Values in the order: STK33 kinase inh | KCNQ2 inh | Kir21 inh
CC(=O)c1ccc(OC(=O)CCc2nc3ccccc3s2)cc1 as listed: -0.8 | i | 1.6
COc1ccc(Cl)cc1C(=O)Nc1ccc(S(=O)(=O)N2CCCC2)cc1 as listed: -1.0 | i | 0.82

More entries.
STK33 kinase inh,KCNQ2 inh,Kir21 inh,SMILES
0.2,i,0.5,COc1ccccc1N1CCN(C(=O)c2cc3c(=O)n4cccc(C)c4nc3s2)CC1
-1.7,i,0.39,CCC(C)NC(=O)Cn1c(=O)n(-c2ccc(OC)cc2)c(=O)c2ccc(C(=O)NCc3ccc(C)cc3)cc21 (configuration not stated)
-0.8,i,-1.6,COc1ccc(-c2ccc(OC)cc2C(=O)O)cc1
-0.8,i,1.9,Cn1ncc(N=Cc2ccccc2O)c1C(=O)N1CCOCC1
-1.1,i,1.6,Cc1ccccc1C(=O)NC(=S)Nc1ccc(Cc2ccncc2)cc1
0.8,i,1,CC(C)(C)NC(=O)NC(=O)COC(=O)C1=COCCO1
0.0,i,0.16,CC(=O)Nc1c(C(=O)N2CCCCCC2)cnn1-c1ccccc1Cl
-0.5,i,0.38,CCNc1nc(N2CCOCC2)nc(N(c2ccccc2)c2ccccc2)n1
0.1,i,0.36,CC(C)(C)C(=O)Nc1ccc(S(=O)(=O)Nc2ccccn2)cc1
-1.9,i,2,O=C(CCS(=O)(=O)c1ccccc1)Nc1nccs1
0.6,i,-1.2,CCOc1ccc(OCC)c(NC(=O)Cn2c(C)nc3ccccc3c2=O)c1
-1.8,i,0.98,CSc1ccccc1OCc1cc(C(=O)NCCn2nc(C)cc2C)no1
-1.4,i,1.8,O=C(O)C(Cc1ccccc1)n1cnnn1 (configuration not stated)
-1.7,i,-1.4,Nc1nonc1-n1nnc(C(=O)N/N=C/c2ccccc2Br)c1CN1CCCC1
0.1,i,-0.25,CC(O)c1nc2ccc(C(=O)O)cc2[nH]1 (configuration not stated)
6.8,i,3.6,O=[N+]([O-])c1ccc2[nH]nc(-c3ccccc3)c2c1
-0.9,i,1,Cc1nc(NC2CCCCC2)c2nnn(Cc3ccccc3Cl)c2n1
3.6,i,0.27,COc1ccccc1C(=O)Nc1ccncc1
-1.5,i,0.76,O=C(O)CSc1nc2c(cnn2-c2ccccc2)c(=O)n1-c1ccc(Br)cc1
0.7,i,0,CCn1c(=O)c(CCC(=O)N2CCN(c3ccccn3)CC2)c(C)c2c(C)nn(-c3ccccc3)c21
-0.4,i,-11,CC1=CC2=NC(=O)/C(=C/c3coc4ccc(Cl)cc4c3=O)C(=N)N2O1
-1.5,i,2,Cc1ccc(C23CC4CC(CC(C(=O)NC(C(=O)O)C(C)C)(C4)C2)C3)cc1 (configuration not stated)
-1.6,i,1.1,CC(=O)Nc1ccc(NC(=O)CN2CCCC(C)C2)c(Cl)c1 (configuration not stated)
-0.4,i,1.7,Cc1ccc(S(=O)(=O)Nc2ccc(NC(=O)Nc3cccc(C(F)(F)F)c3)cc2)cc1
-0.1,i,1.2,COc1ccc(CN2C(=O)c3cccnc3C2=O)cc1S(=O)(=O)NC(C)C
15,i,1.2,O=C(CSc1ncn[nH]1)c1ccc2c(c1)OCCO2
-2.0,i,1.5,Cc1ccc(OCC(=O)n2cnnc2N)c(C)c1
0.2,i,0.1,COc1cc2nc(COc3ccccc3[N+](=O)[O-])oc(=O)c2cc1OC
-0.5,i,-2,O=C(COc1ccc(F)cc1)N1CCC(c2ccccc2)C1 (configuration not stated)
-0.6,i,-0.3,CSc1ccccc1NC(=O)c1cc2c(=O)n3ccccc3nc2s1
-1.2,i,-3.2,COC(=O)CCC(=O)c1ccn(S(=O)(=O)c2ccccc2)c1

3 structures from above, arranged by length of the SMILES, high to low.
STK33 kinase inh,KCNQ2 inh,Kir21 inh,SMILES
0.2,i,0.1,COc1cc2nc(COc3ccccc3[N+](=O)[O-])oc(=O)c2cc1OC
-0.5,i,-2,O=C(COc1ccc(F)cc1)N1CCC(c2ccccc2)C1 (configuration not stated)
15,i,1.2,O=C(CSc1ncn[nH]1)c1ccc2c(c1)OCCO2

Compound activity from PubChem BioAssay.
